NPSR antagonist: blocks cAMP signaling of the human neuropeptide S receptor; CHO-NPSR cells, cAMP TR-FRET, antagonist mode; Q6W5P4; 1% of 220,000 active; AID 1461; Potency, µM (titrated, usually from 38.3 µM), without a hit: top-dose activity change, negative = inhibition, actives largely listed as inhibitors; also: potency is read from the fitted curve at half-maximal effect; % is scaled to controls: 0 for no effect and ±100 for the full control effect; nearly all actives have a fitted effect of over 50% in size; many of its hits are not listed in these tables
Target sequence (Q6W5P4 whole entry, looked up): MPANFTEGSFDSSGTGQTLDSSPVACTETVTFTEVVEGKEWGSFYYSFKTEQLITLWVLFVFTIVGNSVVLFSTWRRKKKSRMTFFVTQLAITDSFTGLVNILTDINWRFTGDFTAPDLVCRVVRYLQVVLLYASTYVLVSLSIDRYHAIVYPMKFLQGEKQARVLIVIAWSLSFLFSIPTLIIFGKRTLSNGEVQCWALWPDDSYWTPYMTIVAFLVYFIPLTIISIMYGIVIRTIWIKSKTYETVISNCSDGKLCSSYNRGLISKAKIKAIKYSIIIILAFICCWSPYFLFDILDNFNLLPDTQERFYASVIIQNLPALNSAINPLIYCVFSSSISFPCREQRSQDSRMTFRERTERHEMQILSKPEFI
Lamin A splicing: changes lamin A minigene splicing in HeLa cells; HeLa LMNA splicing GFP/RFP minigene ratio, 48 h; Potency, µM (top dose mostly 46.1 µM), for inactives: at the highest dose ratio change, negative = inhibition, most hits filed as inhibitors; 0.01% of 200,000 active; active = well fitted inhibition curve with a large enough effect in the signal ratio, with a control signal flat, not every such curve was filed as active; inconclusive = small, poorly fitted or top-dose-only effect, or effect the other way, or a change in a side signal; the % refers to the signal ratio; also: potency is read from the fitted curve at half-maximal effect; % is scaled to controls: 0 for no effect and ±100 for the full control effect
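S3 HeLa stable clones carrying a lamin A-EGFP splicing minigene plus DsRed2 were seeded at 600 cells/well in Opti-MEM with 2% FBS, pin-dosed and incubated 48 h at 37°C. Acumen cytometry (488 nm) gave the GFP/RFP total-intensity ratio.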
Epigenetic derep: epigenetic control regulation, reporter derepression. 0.2% of 280,000 active. Potency, µM (highest dose often 53.9 µM), for inactives: at the top dose GFP activation, most hits filed as activators. murine LDR cells, GFP reporter derepression, 30 h. AID 1865; also: potency is read from the fitted curve at half-maximal effect; % of control where 0% means no effect; nearly all actives have a fitted effect of over 60% in size
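Reporter derepression read as number of fluorescent GFP-positive objects, 20-120 um in size, counted by laser-scanning cytometer. Mouse LDR line with an epigenetically silenced CMV-GFP locus; compound incubation 30 h, 37 C.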
HttQ103 aggreg: inhibitors of mutant huntingtin aggregate formation in PC12 cells; PC12 HttQ103-GFP aggregates, Acumen cytometry, 40 h; Potency, µM (doses to about 46.1 µM), inactives show at the top dose activity change, negative = inhibition, actives largely listed as inhibitors; 1.1% of 220,000 active; AID 1688; also: potency is read from the fitted curve at half-maximal effect; % is scaled to controls: 0 for no effect and ±100 for the full control effect; nearly all actives have a fitted effect of over 60% in size
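Inducible Q103 Huntingtin exon 1–GFP PC12 line, 1500 cells/well in phenol red free DMEM with 5% equine and 5% calf serum. Tebufenozide 100 nM induced expression; compounds titrated; aggregates quantified by cytometry.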
Luc counter: Kinase-Glo luciferase inhibition (counter-screen); 0.28% of 200,000 active; Potency, µM (doses to about 38.3 µM), inactives show top-dose activity change, negative = inhibition, actives largely listed as inhibitors; Kinase-Glo luciferase, ATP luminescence, 8 min; AID 1379; also: potency is read from the fitted curve at half-maximal effect; % is scaled to controls: 0 for no effect and ±100 for the full control effect; nearly all actives have a fitted effect of over 60% in size
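Light output from Kinase-Glo luciferase with luciferin and 10 uM ATP in 50 mM imidazole pH 7.2, KCl, MgCl2, Tween 20, BSA; compound pin-delivered, 8-min ambient incubation, then luminescence read.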
IMPase Li cell: cell-permeable IMPase inhibitors with lithium potentiation; 0.35% of 210,000 active; AID 1457; Potency, µM (titrated, usually from 59.4 µM), inactives show top-dose activity, negative = IMPase inhibition, most hits filed as inhibitors; CHO-M1 cells, IP1 TR-FRET (IP-One), carbachol + lithium;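 also: IP1 builds up when IMPase is blocked and the TR-FRET signal falls; potency is read from the fitted curve at half-maximal effect; plate controls were basal vehicle for no effect and high inhibitor control for full effect; nearly all actives have a fitted effect of over 50% in size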
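IP1 accumulation measured by competitive TR-FRET in lysed CHO-M1 cells after 30 min compound exposure at 37C, with a small lithium addition to potentiate weak responses. Hill-equation AC50 from ratio and donor-channel data.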
CBFb RUNX1 block: blocks binding between human CBF-beta and RUNX1. Q01196+Q13951. 230,000 tested, under 10 active. AID 1477. Potency, µM (series often up to 59.8 µM), without a hit: top-dose activity, negative = inhibition, usual class: inhibitors. AlphaScreen CBFb-His/RUNX1-biotin binding, biochemical; also: % of control where 0% means no effect
Target sequence (Q01196 whole entry, looked up): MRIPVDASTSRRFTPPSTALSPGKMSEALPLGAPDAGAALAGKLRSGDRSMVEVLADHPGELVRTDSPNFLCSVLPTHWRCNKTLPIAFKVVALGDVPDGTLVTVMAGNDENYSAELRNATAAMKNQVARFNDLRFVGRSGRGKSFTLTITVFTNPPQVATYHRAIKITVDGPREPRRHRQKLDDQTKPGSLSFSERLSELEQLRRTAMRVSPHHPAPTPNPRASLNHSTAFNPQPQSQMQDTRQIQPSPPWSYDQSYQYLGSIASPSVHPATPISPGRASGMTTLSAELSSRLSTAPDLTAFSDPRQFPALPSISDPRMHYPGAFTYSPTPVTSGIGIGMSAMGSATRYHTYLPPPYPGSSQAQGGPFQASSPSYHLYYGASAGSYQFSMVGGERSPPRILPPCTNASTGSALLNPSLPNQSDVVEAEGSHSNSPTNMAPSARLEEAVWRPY
Target sequence (Q13951 whole entry, looked up): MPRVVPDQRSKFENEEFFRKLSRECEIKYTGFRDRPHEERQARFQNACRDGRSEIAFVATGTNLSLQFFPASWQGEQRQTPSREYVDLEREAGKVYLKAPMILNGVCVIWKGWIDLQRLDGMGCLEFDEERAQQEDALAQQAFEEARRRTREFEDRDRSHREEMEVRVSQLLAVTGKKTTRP
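Room-temperature protein-protein interaction test with 30 nM each of His-tagged CBF-beta and biotinylated RUNX1, 15 min with compound, then 90 min with nickel plus streptavidin beads. Signal read in AlphaScreen mode.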
* marks the source's active call; other numbers are inactive results; ? = inconclusive; . = not tested or not shown; [ ] = dose if it differs, or a comment. Unless noted, calls follow the shape of the dose curve; as a rule, active = well fitted curve in the direction sought with a large enough effect; inconclusive = small, poorly fitted or top-dose-only effect, or another doubt; inactive = no such curve, though single readings can be large; an effect the other way counts as inactive or inconclusive. Only part of the results is shown; count on the stated rates, not on these rows.

Values in the order – NPSR antagonist, Lamin A splicing, Epigenetic derep, HttQ103 aggreg, Luc counter, IMPase Li cell, CBFb RUNX1 block
COC(=O)c1ccc(Oc2nc(NC(C)(C)C)nc(N3CCOCC3)n2)cc1
  -36%, ., -0.2%, -3%, -1%, 15%, 18%
CCN1CCN(CCCNc2ncnc3nc[nH]c23)CC1
  -8%[46.1 µM], -4%, -0.8%, 3%, 0%, 29%[38.3 µM], 10%
O=C(NCc1ccco1)O[C@@H]1C(=O)c2cc(Br)ccc2O[C@H]1c1ccc2c(c1)OCO2
  ., ., -0.3%, ., -1%, 8%, -12%
CC1CC(C)CN(CC(C)(C)NS(=O)(=O)c2ccccc2)C1 (stereo not drawn)
  -7%[46.1 µM], 7%, 2.2%, -11%, -3%, 13%[38.3 µM], 7%
Clc1cccc(Oc2ncc(CN3CCOCC3)s2)c1
  -14%[46.1 µM], 0%, 3.2%, -16%, -4%, 0%[38.3 µM], 3%
C1CCC2(CC1)OCC1(CO2)COC2(CCCCC2)OC1
  -26%[46.1 µM], -5%, 0.0%, 0%, 2%, -6%[38.3 µM], 0%
c1ccc(CC2CCN(Cc3ccccn3)CC2)cc1
  6%, 3%[46 µM], 1.1%, ., 0%, 18%, 4%
Cn1c(SCc2nc3ccccc3[nH]2)nnc1-c1cccs1
  -11%[46.1 µM], ?, -2.6%, -6%, 0%, 13%[38.3 µM], -2%
CC(=O)c1cn(CC(=O)Nc2cccc(C)c2C)c2ccccc12
  -2%, ?, 5.4%, 5%[9.22 µM], 0%, 16%, -1%
O=C(Cn1ncc(Cl)c(Cl)c1=O)NCC1CCCCC1
  -48%, ?, 0.0%, ?, 0%, -5%, 10%
C/C(=N\OCC(=O)Nc1ccccc1C(=O)O)c1cccs1
  -20%, ., -1.3%, 19%, ., -12%, -9%
CC1CCCC(C)N1C(=O)CSc1nc(N)c(-c2ccccc2)c(=O)[nH]1 (stereo not drawn)
  -27%[46.1 µM], -5%, -1.9%, 5%[9.22 µM], 2%, -11%[38.3 µM], 0%
CCS(=O)(=O)c1nc(S(=O)(=O)c2ccc(Cl)cc2)c(NCc2ccco2)s1
  -4%, 0%, -1.9%, -12%, 7%, -21%, -6%
Cc1cc(CSc2nc(C)cc(=O)[nH]2)c2ncccc2c1
  14%, -14%[46 µM], -0.3%, -13%, 0%, 1%, -3%
Cc1ccc(C)c(NC(=O)C2CCCN2C(=O)NC2CCCCC2)c1 (stereo not drawn)
  -14%, 7%[46 µM], -4.9%, 6%[9.22 µM], -1%, 7%, 2%
O=C(Nc1ccc(N2CCOCC2)cc1)c1ccc(S(=O)(=O)N2CCCCC2)cc1
  -4%[46.1 µM], 2%, 9.3%, -7%, ., ., -5%
Cc1ccc(NC(=O)C(OC(=O)c2ccc(NC(N)=O)cc2)c2ccccc2)cc1Cl (stereo not drawn)
  ?, 2%, 1.3%, 0%, 0%, 12%, -4%
COc1ccc(N=C2CC(C)(C)CC(=O)/C2=C(/O)c2ccccc2)cc1
  5%, ?, -2.1%, 6%, 2%, 1%, 1%
CCc1cccc(CC)c1NC(=S)NCc1ccc2[nH]c(C)cc2c1
  -20%, ?, 2.1%, -33%, -4%, 9%, -16%
CC(C)Oc1ccc(C2C(C(=O)c3ccco3)=C(O)C(=O)N2Cc2cccnc2)cc1 (stereo not drawn)
  9%[46.1 µM], 2%, -1.1%, -1%, 3%, ?, 1%
CCN(C(=S)Nc1ccccc1F)C1CCCCC1
  -4%[46.1 µM], 8%, 3.2%, 3%, -3%, -4%[38.3 µM], 8%
CCC(C)Sc1nc2c(c(=O)[nH]c(=O)n2C)n1C (stereo not drawn)
  -2%[46.1 µM], -2%, 0.0%, 6%, -1%, 5%[38.3 µM], 4%
CC(=O)Nc1ccccc1N(CC(O)Cn1c2ccccc2c2ccccc21)S(=O)(=O)c1ccc(C)cc1 (stereo not drawn)
  -8%, ?, 0.0%, ?, 4%, -1%, -18%
CCCCCOC(=O)c1c(N)n(CCOC)c2nc3ccccc3nc12
  -23%[46.1 µM], 14%, 0.0%, -8%, -1%, -10%[38.3 µM], 16%
COc1ccc(OCCCC(=O)Nc2nccs2)cc1
  8%, ?, 0.0%, 6%[9.22 µM], ., ., 18%
NC1CCN(c2c(F)cc3c(=O)c(C(=O)O)cn(C4CC4)c3c2Cl)C1 (stereo not drawn)
  1%, ., -1.3%, -3%[9.22 µM], ., ., 2%
CCCCCC(=O)OCCc1c(C)nc2nc[nH]n2c1=O
  -14%, ., -1.4%, 0%, 1%, -2%, 7%
O=c1c(=NNc2ccccc2Cl)c(=O)c2ccccc12
  -7%[46.1 µM], ?, -1.1%, -17%, 6.3µM*, 7%[38.3 µM], -9%
CN(C)S(=O)(=O)c1cc(C(=O)NCCCn2ccc3ccccc32)ccc1Cl
  -19%[46.1 µM], ?, -2.8%, -27%, -2%, 5%[38.3 µM], 1%
O=C(N/N=C\c1cccc(Cl)c1)c1ccc(Cn2cc(Br)c([N+](=O)[O-])n2)o1
  -32%, -13%, 7.5%, 9%, -4%, -11%, ?

(list continues)
Values in the order – NPSR antagonist, Lamin A splicing, Epigenetic derep, HttQ103 aggreg, Luc counter, IMPase Li cell, CBFb RUNX1 block
Cc1ccc(NC(=O)Cn2nnc3ccccc32)c(C)c1
  6%, -5%[46 µM], 2.2%, 18%, 3%, 5%, 10%
C=CCN1C=C2C(=O)C(C)(OC(=O)CC)C(=O)C=C2C=C1CCCC (stereo not drawn)
  7%, -7%[9.22 µM], 4.8%, -26%[9.22 µM], 4%[7.66 µM], 4%, -3%[13.1 µM]
CCn1c(C2CCN(S(=O)(=O)c3ccc(OC)cc3)CC2)n[nH]c1=S
  -20%, ., -1.8%, -16%, 0%, 7%, 7%
COc1ccc(NC(=S)NNC(=O)OC(C)(C)C)cc1OC
  4%[46.1 µM], 10%, -2.3%, -26%, 1%, 9%[38.3 µM], 8%
CCCCOc1ccc(-c2nnn(CC(=O)c3c[nH]c4ccccc34)n2)cc1
  -4%[46.1 µM], 4%, 1.9%, 3%, -3%, -12%[38.3 µM], 2%
CCOc1ccc(NC(=O)CCSc2ccc(C)cc2)cc1
  -1%[46.1 µM], -16%, 0.0%, -14%, 1%, -7%, 13%
COc1ccccc1S(=O)Cc1ccc(C(=O)NC2CCCC2)o1 (stereo not drawn)
  -2%[46.1 µM], -2%, -0.8%, 19%, 18%, 1%[38.3 µM], 1%
CC(NC(=O)c1cccs1)C(c1cccs1)N1CCN(c2ccccc2)CC1 (stereo not drawn)
  -45%, ?, -1.0%, -1%, 0%, -6%, -12%
COc1cc(N/N=C(\C)c2ccc(N)cc2)nc(-c2ccccc2)n1
  -44%, ?, 2.6%, ?, -3%, 9%, ?
CCOC(=O)Nc1nc(-c2ccccc2)c(C(=O)c2ccc(Cl)cc2)s1
  ?, ?, 0.0%, -9%, -2%, 22%[38.3 µM], -4%
CCCCCCn1c(=O)c(F)cn(Cc2ccc(OC)c([N+](=O)[O-])c2)c1=O
  -17%[46.1 µM], 4%, 2.5%, -8%, 5%, 55%[activator][38.3 µM], 7%
CCCCSC1=N/C(=C/c2ccsc2)C(=O)N1c1ccccc1
  -35%, ?, 0.0%, 14%, -2%, 8%, 9%
Cc1onc(-c2c(Cl)cccc2Cl)c1C(=O)NCc1ccco1
  -3%[46.1 µM], 11%, -1.7%, -5%[9.22 µM], 0%, -3%[38.3 µM], 5%
Cc1ccc(NC(=O)COC(=O)C2CC2(Cl)Cl)cc1C (stereo not drawn)
  11%, ., -3.3%, -7%, 3%, 10%, ?
COc1ccccc1NC(=O)N1CCN(Cc2ccc3c(c2)OCO3)CC1
  -18%, ., 0.5%, -23%[9.22 µM], ., ., -2%
COc1ccc(C(=O)N2c3ccccc3CC2C)cc1OC (stereo not drawn)
  -23%[46.1 µM], 3%, -1.7%, 23%, -1%, -9%[38.3 µM], 1%

By substructure: those above containing an NH in an aromatic ring (9)
Values in the order – NPSR antagonist, Lamin A splicing, Epigenetic derep, HttQ103 aggreg, Luc counter, IMPase Li cell, CBFb RUNX1 block
CCN1CCN(CCCNc2ncnc3nc[nH]c23)CC1
  -8%[46.1 µM], -4%, -0.8%, 3%, 0%, 29%[38.3 µM], 10%
Cn1c(SCc2nc3ccccc3[nH]2)nnc1-c1cccs1
  -11%[46.1 µM], ?, -2.6%, -6%, 0%, 13%[38.3 µM], -2%
CC1CCCC(C)N1C(=O)CSc1nc(N)c(-c2ccccc2)c(=O)[nH]1 (stereo not drawn)
  -27%[46.1 µM], -5%, -1.9%, 5%[9.22 µM], 2%, -11%[38.3 µM], 0%
Cc1cc(CSc2nc(C)cc(=O)[nH]2)c2ncccc2c1
  14%, -14%[46 µM], -0.3%, -13%, 0%, 1%, -3%
CCc1cccc(CC)c1NC(=S)NCc1ccc2[nH]c(C)cc2c1
  -20%, ?, 2.1%, -33%, -4%, 9%, -16%
CCC(C)Sc1nc2c(c(=O)[nH]c(=O)n2C)n1C (stereo not drawn)
  -2%[46.1 µM], -2%, 0.0%, 6%, -1%, 5%[38.3 µM], 4%
CCCCCC(=O)OCCc1c(C)nc2nc[nH]n2c1=O
  -14%, ., -1.4%, 0%, 1%, -2%, 7%
CCn1c(C2CCN(S(=O)(=O)c3ccc(OC)cc3)CC2)n[nH]c1=S
  -20%, ., -1.8%, -16%, 0%, 7%, 7%
CCCCOc1ccc(-c2nnn(CC(=O)c3c[nH]c4ccccc34)n2)cc1
  -4%[46.1 µM], 4%, 1.9%, 3%, -3%, -12%[38.3 µM], 2%

Screening results: PubChem BioAssay, National Center for Advancing Translational Sciences (NCATS)
